High-throughput results: PubChem, several laboratories
SUMO1-SIM PPI: SUMO1-SIM interaction modulation | P63165 | SUMO1 binding to a labelled peptide, TR-FRET, 1 h | inhibition, % at 20 µM | 0.33% of 360,000 active | AID 602429; in the data active means inhibition above about 37%
STEP block: blocks human striatal-enriched tyrosine phosphatase | recombinant STEP, OMFP fluorogenic substrate, fluorescence | inhibition, % at 20 µM | 0.25% of 360,000 active | AID 588621;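 active means inhibition at 20 µM, scaled per plate between control wells, above about 37%, limit read from the data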;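 further: 0% = DMSO with enzyme and substrate and 100% = substrate only without enzyme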
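Material: STEP (striatal-enriched tyrosine phosphatase) enzyme, cell-free | Medium: 50 mM Bis-Tris pH 6.0 with 2.5 mM DTT and 0.005% Tween 20 | Read-out: Percent inhibition scaled to no-enzyme and uninhibited-enzyme controls, plate-pattern corrected | Signal: Fluorescence read at 480 nm ex / 540 nm em | Times: 20 min reaction, room temperature, in the dark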
Tb MetRS inh: Trypanosoma brucei MetRS inhibition | purified T. brucei MetRS, ATP depletion, Kinase-Glo luminescence | inhibition, % at 11.9 µM | 0.4% of 360,000 active | AID 624268;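 active means inhibition above a per-plate cutoff of the control wells' mean inhibition plus 3 SD, cut at about 5.5% in these data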;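 further: 0% = DMSO wells median and 100% = median of wells with control inhibitor compound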
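Material – parasite MetRS enzyme · Medium – HEPES-MgCl2-KCl buffer plus DTT, spermine, BSA, pyrophosphatase · Reagent – ATP, methionine and E. coli bulk tRNA substrates · Times – 15 min enzyme-compound preincubation, 2 h reaction, 10 min detection, 25 °C · Measured by – luminescence of leftover ATP · Evaluation – percent inhibition relative to median high and low control wells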
Scp1 inh: blocks human Scp-1 phosphatase activity | Q9GZU7 | Recombinant Scp1, phosphopeptide, malachite green phosphate absorbance | inhibition, % at 20 µM | 0.88% of 340,000 active | AID 493091;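 active means inhibition above about 50% at 20 µM, limit read from the data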;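 further: plate controls were DMSO wells with enzyme for no effect and wells lacking enzyme for full effect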
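System: truncated SCP-1 phosphatase (76-261aa); medium: Tris acetate buffer pH 5.5 with MgCl2 and Tween-20; incubation: 45 min room-temperature reaction, 5 min colour, 30 min stabiliser; compound: single 20 µM dose, 1% DMSO; reagent: Phosphorylated 17-residue peptide substrate; read-out: % inhibition at 20 µM; technique: colorimetric free-phosphate detection, absorbance 630 nm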
CSN inh: inhibitors of human CSN-mediated cullin deneddylation; Purified CSN, SCF-Nedd8-OG deneddylation, fluorescence polarization; inhibition, % at 12.5 µM; 0.38% of 360,000 active; AID 651999;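 active means pattern-corrected inhibition above about 35%, with an unprinted fluorescence ratio check between 0.5 and 1.5, limit read from the data, passing the limit was not always enough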;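 further: 0% = enzyme with substrate and 100% = substrate without enzyme; some results filed as inactive read as strong as hits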
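Material: purified human Csn5 enzyme expressed in HEK293T cells / Medium: Tris buffer pH 7.5, NaCl, DTT, Tween-20, trehalose, ovalbumin / Compound dosing: 12.5 µM single point / Schedule: 90 min incubation of compound, enzyme and substrate at room temperature / Signal: fluorescence polarization of the substrate / Control set: no-enzyme wells high, enzyme-with-substrate wells low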
Rpn11 inh: inhibitors of human proteasome Rpn11; O00487; human 26S proteasome, Ub4-pepOG fluorescence polarization; 20S core pre-blocked with epoxomicin; calls only at 20 µM; 0.59% of 360,000 active;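 active means inhibition at 20 µM, scaled to each plate's controls, above about 33%, limit read from the data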
DNMT1 block: inhibitors of human DNMT1. P26358. DNMT1 molecular beacon, Hinp1I cleavage, fluorescence. inhibition (reported as % activation of signal), % at 10 µM. 0.83% of 360,000 active; in the data active means inhibition above about 50%
Target sequence (P26358 504-1616 limits assumed): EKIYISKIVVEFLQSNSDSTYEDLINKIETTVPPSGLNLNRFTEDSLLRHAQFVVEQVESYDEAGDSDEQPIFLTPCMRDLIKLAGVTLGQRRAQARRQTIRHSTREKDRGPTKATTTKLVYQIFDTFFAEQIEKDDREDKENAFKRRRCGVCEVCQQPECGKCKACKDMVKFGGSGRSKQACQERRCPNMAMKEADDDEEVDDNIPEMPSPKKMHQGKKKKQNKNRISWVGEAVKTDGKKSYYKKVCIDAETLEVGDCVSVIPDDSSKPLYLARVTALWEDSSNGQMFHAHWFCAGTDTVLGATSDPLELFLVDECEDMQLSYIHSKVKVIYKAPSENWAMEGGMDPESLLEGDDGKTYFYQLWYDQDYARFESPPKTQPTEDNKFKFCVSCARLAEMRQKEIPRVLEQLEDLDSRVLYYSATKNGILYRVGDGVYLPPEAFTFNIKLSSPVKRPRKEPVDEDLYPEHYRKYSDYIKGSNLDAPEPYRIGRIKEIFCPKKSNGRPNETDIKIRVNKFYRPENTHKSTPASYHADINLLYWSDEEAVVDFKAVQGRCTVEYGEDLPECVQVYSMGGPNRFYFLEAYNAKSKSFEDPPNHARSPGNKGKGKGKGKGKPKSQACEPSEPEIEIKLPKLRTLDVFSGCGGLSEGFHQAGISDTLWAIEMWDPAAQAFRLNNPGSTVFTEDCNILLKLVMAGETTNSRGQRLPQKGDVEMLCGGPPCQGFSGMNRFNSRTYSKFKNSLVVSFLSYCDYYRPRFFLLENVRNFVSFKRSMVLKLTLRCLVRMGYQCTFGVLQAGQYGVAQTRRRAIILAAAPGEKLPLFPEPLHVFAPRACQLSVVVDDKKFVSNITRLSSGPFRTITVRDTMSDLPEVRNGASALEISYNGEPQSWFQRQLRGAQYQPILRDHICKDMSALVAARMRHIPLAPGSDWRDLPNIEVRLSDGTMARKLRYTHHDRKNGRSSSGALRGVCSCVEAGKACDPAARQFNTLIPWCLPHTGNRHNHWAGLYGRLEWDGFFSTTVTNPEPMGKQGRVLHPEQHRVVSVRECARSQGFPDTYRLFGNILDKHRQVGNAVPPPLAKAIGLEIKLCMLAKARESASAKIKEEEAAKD
LMPTP block: LMPTP (human) inhibition; P24666; recombinant LMPTP-A, OMFP fluorogenic substrate, fluorescence intensity; inhibition, % at 20 µM; 0.22% of 360,000 active; AID 651560;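 active means compounds that cut the enzyme signal by at least half of the control window in the single-dose screen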;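 further: plate controls were DMSO wells with enzyme plus substrate for no effect and substrate without enzyme for full effect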
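Test system – LMPTP-A phosphatase enzyme · Quantity – 0.625 nM LMPTP-A final · Reagent – OMFP substrate, 400 µM final · Dosing – one test concentration per compound, 20 µM, with 3% DMSO overall · Timing – 50 min enzyme reaction at room temperature, protected from light · Detection – fluorescence intensity · Controls – substrate-only low control, DMSO enzyme-plus-substrate high control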
NadD inh: inhibitors of Staphylococcus aureus NadD; purified NadD enzyme, colorimetric absorbance read-out; inhibition, % at 20 µM; 0.78% of 360,000 active; AID 602399; in the data active means inhibition above about 26%; further: some compounds past the cut are filed as inactive
MLLE-PAM2 inh: inhibitors of microRNA-mediated deadenylation, human PABP1 MLLE binding; GST-MLLE / FITC-PAM2 fluorescence polarization; inhibition, % at 20 µM; 0.36% of 360,000 active; AID 588489; in the data active means inhibition above about 35%, passing the limit was not always enough;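 further: plate controls were DMSO wells with GST-MLLE for no effect and wells lacking GST-MLLE protein for full effect; some results filed as inactive read as strong as hits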
An asterisk follows results filed as active; i = inactive; · = not tested or not shown.

The first 2 compounds, to show the layout:
SMILES	SUMO1-SIM PPI	STEP block	Tb MetRS inh	Scp1 inh	CSN inh	Rpn11 inh	DNMT1 block	LMPTP block	NadD inh	MLLE-PAM2 inh
O=C(Nc1cc(-c2nc3ncccc3o2)ccc1Cl)c1ccc([N+](=O)[O-])o1	-11	2	0.3	4	-2	i	18	2.6	7	-16
CCOc1cccc(OCCCCN2CCOCC2)c1	-3	3	-1.1	-3	-1	i	2	-2.6	-2	8

This part in full, from the first entry:
SMILES	SUMO1-SIM PPI	STEP block	Tb MetRS inh	Scp1 inh	CSN inh	Rpn11 inh	DNMT1 block	LMPTP block	NadD inh	MLLE-PAM2 inh
O=C(Nc1cc(-c2nc3ncccc3o2)ccc1Cl)c1ccc([N+](=O)[O-])o1	-11	2	0.3	4	-2	i	18	2.6	7	-16
CCOc1cccc(OCCCCN2CCOCC2)c1	-3	3	-1.1	-3	-1	i	2	-2.6	-2	8
Cc1cc(C(=O)N2CCN(S(C)(=O)=O)CC2)sc1-c1ccccc1	-1	0	-0.5	2	2	i	11	-2.2	6	4
Cc1cc(N/C(=N\S(=O)(=O)c2ccc(Cl)cc2)c2ccc(F)cc2)no1	0	1	-0.2	-7	-2	i	7	-0.9	0	4
NC(N)=NN=C(c1ccc(F)cc1)c1ccc(C(F)(F)F)cc1	-15	4	-0.4	5	7	i	6	-1.1	-1	0
OC[C@@H]1CN(Cc2cccnc2)C[C@H](n2cnc3c(NC4CCCC4)ncnc32)O1	-3	3	-0.3	·	-2	i	2	2.8	0	8
Cc1ccc(COc2ccc(C(=O)NN)cc2)cc1	0	2	-0.5	-1	-3	i	1	0.0	9	-2
COCOCCn1cc(CN2CCS(=O)(=O)N(Cc3ccc(-c4ccc(OC)cc4)cc3)C(CC(C)C)C2=O)nn1 (centres undefined)	4	-2	0.2	·	0	i	-4	0.7	-7	10
O=C(NCc1ccncc1)C(=O)N/N=C/c1ccccc1OCc1ccccc1	-4	3	-0.6	-15	-8	i	5	0.0	-9	-11
CCOC(=O)N1CCC(NC(=O)CC2C(=O)NCCN2Cc2cccc(F)c2F)CC1 (centres undefined)	-1	-1	-0.2	-4	1	i	-3	-0.9	-1	10
O=C(Nc1ccccc1Cl)C1CCN(Cc2cnn(-c3ccccc3)c2-n2cccc2)CC1	4	1	0.2	-6	-1	i	-6	-1.2	-2	-9
COc1ccccc1CN1CC(C(=O)NCc2cc(C)on2)CCC1=O (centres undefined)	3	2	0.3	-12	-4	i	0	-2.2	-6	-6
Cc1ccc(CNC(=O)CCSCc2ccccc2F)cc1	-3	2	0.4	-13	0	i	-2	1.3	-8	3
OC(c1ccccc1)(c1ccccc1)C1CCN(C(=S)Nc2ccc(F)cc2)CC1	8	2	-0.2	1	-5	i	-3	1.1	6	-70
Cc1[nH]n(C(N)=S)c(=O)c1N=Nc1ccc(Cl)cc1Cl	-28	8	-0.7	-7	0	i	-12	2.5	24	33
Cc1cccc(CSc2ccc(-c3cccs3)nn2)c1	-6	3	-0.2	-9	8	i	-3	3.4	3	-4
Cc1ccc(S(=O)(=O)N(CC(=O)NCc2ccncc2)C2CCCCC2)cc1	1	3	-0.2	0	-3	i	-3	0.9	0	6
O=C(NCCc1cccs1)C(c1ccccc1)c1ccccc1	4	0	-1.8	-12	0	i	3	1.3	-3	-7
CCOC(=O)C1CCN(Cc2cccc(Oc3ccc(Cl)cc3)c2)CC1	-2	0	0.1	-5	-3	i	2	0.0	-2	5
N#Cc1ccc(CNC(=O)N2CCOCC2)cc1	2	-2	-0.2	-4	-2	i	0	-1.9	-4	-11
Cc1cccc(OCCCC(=O)NNC(=O)CCN2CCN(c3ccccc3)CC2)c1	1	-2	-0.5	-4	2	i	-3	-1.8	-9	-5
Cc1ccnc(SCC(N)=O)n1	-3	-2	-0.9	8	0	i	0	-1.4	-4	-1
C[C@H](CO)N1C[C@H](C)[C@@H](CN(C)S(=O)(=O)c2cccc(F)c2)OCc2cnnn2CCCC1=O	-3	-1	0.4	·	3	i	3	1.2	6	9
Cc1cccc(NS(=O)(=O)c2ccc(C)c(C(=O)NCc3cccnc3)c2)c1	2	0	0.1	-3	3	i	-1	-0.5	3	9
O=C(Nc1ccc(F)c(Cl)c1)c1nsc(Cl)c1Cl	0	5	-0.7	-11	-8	i	3	48	1	-9
Nc1c(NCc2ccccc2)c2ccccc2oc1=O	8	2	0.1	-3	0	i	0	0.1	0	-1
COc1ccc2c(CN3CCN(C(C)=O)CC3)cc(=O)oc2c1	-4	1	0.3	·	0	i	0	-1.7	-7	-2
COc1ccc(OCC(=O)OCC(=O)N2C(C)CCCC2C)cc1 (centres undefined)	6	-4	0.2	-4	-1	i	-2	-0.5	4	1
Cc1ccc(C2CC(c3cccs3)=NN2C(=O)c2ccco2)o1 (centres undefined)	-6	0	-0.3	-15	-1	i	1	1.6	-2	3
O=C(COc1ccc(F)cc1)Nc1nnc(C2CCCCC2)s1	7	-2	-0.6	-4	-1	i	6	-0.9	-5	0
O=C1CCCC/C=C\C[C@H](CC(=O)N(CCO)Cc2ccccc2)C(=O)NC[C@H](c2ccccc2)O1	5	0	-0.2	-11	4	i	5	0.1	-3	7
CCOC(=O)COc1cccc2c(=O)n(CC(=O)N3CCCCC3)ccc12	1	-2	2.6	-1	8	i	0	0.1	4	9
CC(C)(C)OC(=O)C[C@@H]1C/C=C\C[C@@H](CC(=O)NCCO)C(=O)N[C@H](Cc2c[nH]c3ccccc23)COC1=O	4	6	0.1	-2	-2	i	5	9.7	-5	-1
COc1cc(OC)cc(C(=O)N[C@H](C(=O)Nc2nc3c(s2)CCCC3)C(C)C)c1	-2	-1	-0.8	4	3	i	-5	-0.6	4	5
CCSc1ccc2nnc(-c3ccc(F)cc3)n2n1	-3	6	0.1	-3	-6	i	2	-1.5	1	12
Clc1ccc(-c2csc(Nc3ccccc3)[n+]2Cc2ccco2)c(Cl)c1	1	2	0.5	2	-5	i	0	3.6	12	-9
O=C1NCC(COCc2ccco2)O1 (centres undefined)	1	0	-0.8	0	-1	i	4	-1.1	-1	9
O=C(COc1ccc(N2C(=O)c3ccccc3C2=O)cc1)c1ccccc1	-8	1	-0.5	-6	1	i	0	-0.9	-5	2
CCc1ccc(NC(=O)c2noc3c2CCC3)cc1	1	4	-2.7	48	3	i	80*	1.9	1	4
O=C(Nc1ccc2c(c1)nc1n2CCOC1)c1ccccc1	1	0	-0.6	2	1	i	0	-0.9	6	2
Cc1ccc(C)c(N2CCN(C(=O)CCc3nc(-c4ccccc4F)no3)CC2)c1	1	-2	0.9	9	1	i	1	2.4	3	-15
Cc1cc(NC(=O)CSc2nnc(-c3c[nH]c4ccccc34)n2-c2ccc(Cl)cc2)no1	-3	4	-0.1	-1	1	i	16	1.4	23	-22
Cc1csc2nc(CNS(=O)(=O)N(C)C)cn12	2	3	0.7	-5	1	i	2	2.2	-2	-4
O=C(CSc1nnc(CCCN2C(=O)c3cccc4cccc(c34)C2=O)n1-c1ccccc1)N1CCCCC1	-20	0	-0.2	4	3	i	3	-1.4	13	-25
CCCC(=O)Nc1ccc2c(c1)nc(CN1CCCC1)n2C	2	2	-0.6	-10	-7	i	1	-1.0	1	8
O=C(Nc1ccc2c(c1)OCO2)c1cccc(S(=O)(=O)N2CCCC2)c1	9	-2	-0.6	0	-4	i	-1	-1.7	-9	11
Cc1cc(C)c(S(=O)(=O)Cc2ccccc2)c(Cl)n1	0	1	-0.5	-12	-2	i	0	-0.6	-4	5
CCOc1ccc(N(CC(=O)NCc2ccccc2C)S(C)(=O)=O)cc1	5	0	-0.7	-5	-1	i	1	-1.1	-2	13
O=S(=O)(O)c1ccc2c(c1)C(C(Cl)(Cl)Cl)OC(C(Cl)(Cl)Cl)O2 (centres undefined)	6	-2	-0.1	-3	0	i	-1	0.2	6	-3
O=c1[nH][nH]cc1C=NCc1cccc(C(F)(F)F)c1	2	0	-0.6	-6	-2	i	-1	-0.3	2	13
The list continues.
SMILES	SUMO1-SIM PPI	STEP block	Tb MetRS inh	Scp1 inh	CSN inh	Rpn11 inh	DNMT1 block	LMPTP block	NadD inh	MLLE-PAM2 inh
O=C(Nc1ccc([N+](=O)[O-])cc1)C(c1ccccc1)c1ccccc1	-7	0	-0.1	·	1	i	1	3.2	-1	-2
O=C(Nc1ccc(Cl)cc1)N1CCCC(Cn2cccc2)C1 (centres undefined)	-1	0	0.4	-10	-4	i	2	-1.2	3	9
CC(=O)NS(=O)(=O)c1ccc(NC(=O)c2cc3c(=O)n4ccccc4nc3s2)cc1	-4	1	-0.3	5	5	i	4	0.8	0	5
COc1cc(NC(=O)CSc2nccc(C)n2)c(C)cc1[N+](=O)[O-]	-10	0	-0.4	-5	-8	i	-3	1.0	3	12
CN(CC(=O)Nc1c(Cl)cccc1Cl)C(=O)CNC(=O)c1ccco1	-1	0	-0.3	0	-7	i	0	-1.6	-4	2
CN(Cc1ccccc1)c1ccc2nnc(-c3ccccc3)n2n1	5	1	-0.8	-9	4	i	-2	1.0	4	-7
O=C(c1ccco1)N(CCC(c1ccccc1)c1ccco1)Cc1ccco1 (centres undefined)	14	9	-0.7	74*	35	i	100*	2.8	45*	-10

One compound at a time, from the list above. Values in the order: SUMO1-SIM PPI, STEP block, Tb MetRS inh, Scp1 inh, CSN inh, Rpn11 inh, DNMT1 block, LMPTP block, NadD inh, MLLE-PAM2 inh
O=C(Nc1ccc(Cl)cc1)N1CCCC(Cn2cccc2)C1 (centres undefined) is entered as -1, 0, 0.4, -10, -4, i, 2, -1.2, 3, 9
CC(=O)NS(=O)(=O)c1ccc(NC(=O)c2cc3c(=O)n4ccccc4nc3s2)cc1 is entered as -4, 1, -0.3, 5, 5, i, 4, 0.8, 0, 5
O=C(Nc1ccc([N+](=O)[O-])cc1)C(c1ccccc1)c1ccccc1 is entered as -7, 0, -0.1, ·, 1, i, 1, 3.2, -1, -2
CN(CC(=O)Nc1c(Cl)cccc1Cl)C(=O)CNC(=O)c1ccco1 is entered as -1, 0, -0.3, 0, -7, i, 0, -1.6, -4, 2

Random draw from the library; any-hit rate near 3.6%.
